# PGC1a acetyl inh – PGC1a acetylation modulation, inhibitor mode; U2OS PGC1a acetylation, AlphaScreen anti-acetyl-lysine; with virally co-expressed GCN5 acetyltransferase; inhibition, % at 15.6 µM; 0.17% of 350,000 active;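 active means every replicate shows inhibition of at least 40%; inconclusive means mean inhibition at least 40% but some replicate below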;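 further: 0% = neutral control wells and 100% = positive control wells; some results beyond the cut were filed as inactive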
# INS-1E GSIS act – GLuc luminescence reporter in INS-1E cells, primary screen for activators of glucose-dependent secretion of insulin. 0.61% of 370,000 active. INS-1E GLuc reporter insulin secretion, 2-3 h. AID 743287. activation, % at 16.6 µM;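 active means lowest replicate activation of at least 40%, so every replicate reaches that level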;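 further: 0% = median of neutral control wells and 100% = median of IBMX positive control wells; some compounds called inactive have numbers as strong as hits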
# Cneo AK release – Cryptococcus neoformans lysis via adenylate kinase release; lysis activity, % at 15 µM; 0.2% of 360,000 active; C. neoformans lysis, adenylate kinase release luminescence, 4 h; normalised: neutral wells 0, clomiphene wells 100;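 active means mean lysis activity across replicates of at least 80%, whatever share of replicates individually reach that level; inactive means mean lysis activity below 80%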
#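 Test system: log-phase Cryptococcus neoformans yeast cells. Input: 5 × 10^6 yeast cells/mL. Medium: fresh YPD growth medium. Doses: single dose. Incubation: static 4 h at 37 °C with compound, 1 h detection. Measured by: luminescent adenylate kinase detection reagent. Read-out: signal increase indicating cell lysis. Benchmarks: Clomiphene.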
# ARNT-TACC3 inh – disrupts binding between human ARNT and TACC3; Q9Y6A5; AlphaScreen His-ARNT PAS-B/GST-TACC3 binding, luminescence; TACC3 fragment carries E629A point mutation; inhibition, % at 9.99 µM; 0.66% of 390,000 active; AID 623870;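 active means mean inhibition of replicates at least 50% and at least half of replicates each reaching 50%; inconclusive means half or more replicates reach 50% but mean below 50%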;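 further: 0% = complete ARNT plus TACC3 wells and 100% = ARNT alone without TACC3; many hits fall short of the cut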
# LGR2 antag – blocks bursicon-induced cAMP signaling via Drosophila LGR2. HEK293 LGR2, CRE-luciferase, bursicon-stimulated, 4 h. inhibition, % at 9.99 µM. 0.35% of 380,000 active. AID 720647;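 active means drop in luminescence signal, shown as inhibition above about 50% in the replicate tests, limit read from the data, passing the limit was not always enough; inconclusive means probably only some replicates passing the limit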;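 further: agonist challenge used bursicon conditioned medium at about half maximal strength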
# Statin myotox sup – suppression of simvastatin myotoxicity; C2C12 myotubes + simvastatin, ATP luminescence, 48 h; scaled: DMSO 0, geranylgeraniol control 100; rescue of ATP level, % at 7.49 µM; 0.78% of 330,000 active;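 active means mean ATP rescue above about 67%, or every replicate alone reaching that limit, limit read from the data, passing the limit was not always enough; inconclusive means no clear call, values can overlap the other calls; inactive means mean under the limit and some replicate under it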;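 further: myotubes were challenged with 10 µM simvastatin during compound exposure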
# PglD DTNB – PglD (C. jejuni) enzyme inhibition | AID 602405 | inhibition, % at 12.5 µM | 0.098% of 360,000 active | purified PglD enzyme, DTNB colorimetric CoA detection; in the data active means inhibition above about 16%, passing the limit was not always enough; inconclusive means no clear call, values can overlap the other calls; further: strong numbers were not always called active
# PAX8 reporter – inhibitors of PAX8 transcriptional activity in RMG-I cells | RMG-I TPO-luciferase reporter, SteadyGlo, 24 h | inhibition, % at 12.6 µM | 1.2% of 360,000 active;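 active means mean replicate inhibition at least 60% with every replicate also reaching 60%; inconclusive means only one of the two criteria is met; inactive means mean below 60% and not all replicates reaching 60%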;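 further: luciferase light reporting Pax8 driven TPO promoter activity; plate controls were median of neutral control wells for no effect and mitoxantrone controls for full effect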
# * marks the source's active call; other numbers are inactive results; u = inconclusive; x = no result given.
SMILES,PGC1a acetyl inh,INS-1E GSIS act,Cneo AK release,ARNT-TACC3 inh,LGR2 antag,Statin myotox sup,PglD DTNB,PAX8 reporter
C[C@H](CO)N1C[C@H](C)[C@@H](CN(C)C(=O)Nc2ccccc2)Oc2ncc(C#CC3CC3)cc2C1=O,-13,-6,-1,-5,5,29,-1,x
Cc1cccc(C)c1C(=NCCN(C)C)c1ccccc1,-1,-9,x,-2,-3,x,x,18
C=C(C)COc1ccc(-c2nc(N)ncc2-c2ccccc2OC)c(O)c1,-8,22,x,14,3,17,x,12
O=c1c2cnn(-c3ccccc3)c2nnn1/N=C/c1cccnc1,3,x,1,-3,x,21,-4,x
CCCCc1cc(=O)oc2cc(C)cc(OCC(=O)O)c12,x,x,1,-6,x,3,-1,x
CC1CCN(S(=O)(=O)c2cc3c4c(c2)C(C)C(=O)N4CCC3)CC1 (configuration not stated),2,4,3,6,6,0,-1,19
O=C(c1ccccn1)N1C[C@H]2[C@@H](c3ccccc31)[C@@H](CO)N2C(=O)C1CCOCC1,0,8,1,32,-2,-3,0,-5
CCCCN(C)CCNC(=O)Cn1c(=O)sc2ccccc21,x,-10,2,-10,-1,2,-3,4
N#Cc1cc(Oc2ccc3ccccc3c2)c(-n2nnc3ccccc32)cc1C#N,14,20,-2,-3,1,u,-2,x
Cc1ccc(CN2CCCN(Cc3cc(C)ccc3C)S2(=O)=O)cc1,3,5,-1,-8,20,0,5,3
O=C(NCc1ccccc1)C1Cc2c(-c3ccc(Cl)cc3)ccnc2O1 (configuration not stated),-69,-22,5,x,-2,-46,6,23
Cn1c(SCC(=O)Nc2ccccc2Br)nnc1-c1cnccn1,7,14,0,4,3,-2,-4,4
COc1ccc2oc(C(=O)OCC(=O)Nc3cc(S(=O)(=O)N4CCOCC4)ccc3C)c(C)c2c1,x,6,x,2,-7,-22,x,-7
CCS(=O)(=O)N1CC(=O)N2[C@H](CO)[C@@H](c3ccc(-c4ccc(C)cc4)cc3)[C@H]2C1,1,8,x,x,-6,x,x,-6
O=C(NC(=S)N1CCCCC1c1cccnc1)c1ccc(F)cc1 (configuration not stated),7,5,-2,-1,10,-8,0,2
Cc1cc(C(=O)N(C)CC(=O)Nc2ccc(Cl)c(C(F)(F)F)c2)no1,-5,-4,x,-5,4,-9,x,-14
O=S(=O)(NCc1ccccc1)c1ccc(NC(=S)NCc2ccco2)cc1,-16,-3,0,4,-14,0,1,31
CC(C)C#Cc1ccc([C@@H]2[C@@H](C#N)N(C(=O)c3cccc(F)c3)[C@@H]2CO)cc1,8,-7,47,3,-21,15,1,4
CN1C(C(=O)NCc2ccc(OC(F)(F)F)cc2)CC2Cn3c(nc4cc(Cl)c(Cl)cc43)C21 (configuration not stated),x,-25,0,5,-22,-3,-2,28
O=C(Nc1ccc(Cl)c(S(=O)(=O)N2CCCCC2)c1)c1ccco1,-2,-15,0,-3,-20,-2,1,-9

# Complete entries from above.
# Cc1cc(C(=O)N(C)CC(=O)Nc2ccc(Cl)c(C(F)(F)F)c2)no1 across the screens: PGC1a acetyl inh: -5; INS-1E GSIS act: -4; Cneo AK release: x; ARNT-TACC3 inh: -5; LGR2 antag: 4; Statin myotox sup: -9; PglD DTNB: x; PAX8 reporter: -14
# COc1ccc2oc(C(=O)OCC(=O)Nc3cc(S(=O)(=O)N4CCOCC4)ccc3C)c(C)c2c1 across the screens: PGC1a acetyl inh: x; INS-1E GSIS act: 6; Cneo AK release: x; ARNT-TACC3 inh: 2; LGR2 antag: -7; Statin myotox sup: -22; PglD DTNB: x; PAX8 reporter: -7

# Remaining list, next part:
SMILES,PGC1a acetyl inh,INS-1E GSIS act,Cneo AK release,ARNT-TACC3 inh,LGR2 antag,Statin myotox sup,PglD DTNB,PAX8 reporter
COc1ccc2[nH]c3c(c2c1)CCN1C(=O)C(CC(=O)NCCC2=CCCCC2)C[C@H](C(=O)N2CCOCC2)[C@@]31C (some centres not stated),x,2,-4,-1,9,-3,-1,-2
Cc1cc(OCC(=O)Nn2cnnc2)c(C)cc1Br,4,x,-1,-2,x,x,2,x
CC(C)NC(=O)Nc1cccc2c1O[C@H](CN(C)Cc1ccc(C(F)(F)F)cc1)[C@H](C)CN([C@H](C)CO)C2=O,8,2,-4,-11,-6,-2,6,1
O=C(NN1CC(=O)N(c2cc(Cl)cc(Cl)c2)CC1=O)c1sccc1Cl,17,-5,0,3,-4,x,-3,3
O=[N+]([O-])c1ccc(Sc2ccc(Cl)c(Cl)c2)nc1,-17,x,0,-2,x,18,-2,30
O=C(CC[C@H]1O[C@@H](n2ccc(=O)[nH]c2=O)[C@H](O)[C@@H]1O)N[C@H](Cc1ccccc1)C(=O)NC1CCCCC1,-1,3,0,x,6,7,-4,-1
O=C1/C(=C/c2ccc([N+](=O)[O-])cc2)Oc2cc(O)ccc21,x,-12,x,-6,-78,3,x,-171
COc1ccccc1NC(=O)c1oc2ccccc2c1NC(=O)C1CC1,-3,-9,-3,-3,-7,-29,7,-7
CCN(CCNC(=O)C1CCN(S(=O)(=O)c2c(C)noc2C)CC1)c1ccccc1,x,2,x,33,-3,x,x,4
CCN(CC)CCCN(Cc1cc2cc3c(cc2[nH]c1=O)OCO3)C(=S)Nc1ccccc1OC,-13,4,x,-2,-3,-2,x,1
O=C(C[C@H]1CC[C@@H]2[C@H](COC[C@@H](O)CN2CCC(F)(F)F)O1)N1CCC(Cc2ccccc2)CC1,-9,-1,-3,-9,6,19,-2,13
CCOC(=O)C1=CC[C@@H](c2ccccc2)[C@@H]1C(=O)c1ccc(OC)cc1,-2,x,-5,-2,x,x,-1,1
COc1ccc(CN(C)C[C@H]2OCCCC[C@H](C)Oc3ccc(NS(=O)(=O)c4cn(C)cn4)cc3C(=O)N([C@H](C)CO)C[C@H]2C)cc1,-3,15,-2,23,13,x,2,-18
COc1ccc(S(=O)(=O)N(C)C[C@@H]2Oc3ncc(C#Cc4ccc(F)cc4)cc3C(=O)N([C@H](C)CO)C[C@@H]2C)cc1,0,11,2,-1,-10,46,2,x
CCOC(=O)N1CCc2c(sc3c2c(=O)n(Cc2ccccc2)c(=O)n3CC(=O)NCCOC)C1,0,1,1,-8,-2,x,3,20
O=C(COc1ccccc1)Nc1ccccc1Oc1ccccc1,0,-12,x,-6,-3,x,x,9
Cc1cc(SCCC(=O)O)nc2c(C)cccc12,-11,x,1,-3,x,x,-1,8
COc1ccc(-c2nn(-c3ccccc3)cc2CO)cc1,1,x,-1,8,x,99*,3,x
O=C(NCCC1CCCCN1S(=O)(=O)c1ccc(F)cc1)C(=O)NCc1ccccn1 (configuration not stated),x,3,-1,-1,2,-6,6,-5
COc1ccc(OC)c2sc(NNC(=O)C3COc4ccccc4O3)nc12 (configuration not stated),-1,2,x,-1,-20,x,x,27
CCN(CC)S(=O)(=O)c1cccc(NC(=O)CN(C)C2CCCCC2)c1,x,-17,x,-5,2,x,x,3
Cc1ccc(C)c(NC(=S)c2nc3ccccc3s2)c1,x,6,x,1,-61,x,x,-25
COc1ccc(CNC(=O)C[C@H]2C[C@@H]3c4cc(NC(=O)C5CCC5)ccc4O[C@@H]3[C@H](CO)O2)cc1,5,0,-17,19,9,2,0,-49
Cc1ccc(C2CC(=O)NC3=C2C(=O)CCC3)cc1Br (configuration not stated),3,x,0,6,x,9,4,x
CCCn1c(SCC(=O)Nc2ccc(NC(=O)CC)cc2)nc2c1c(=O)n(C)c(=O)n2C,x,2,4,0,9,-5,6,-1
COCC(=O)N(C)C[C@@H]1Oc2ncc(C#Cc3ccccc3)cc2C(=O)N([C@@H](C)CO)C[C@@H]1C,-6,7,0,-4,7,-11,-3,x
COc1cc2c(cc1O)CC[C@@H]1[C@@H]2CC[C@]2(C)[C@@H](O)CC[C@@H]12,x,x,-1,5,x,-12,2,x
O=C(NC(=S)Nc1ccc(O)cc1)c1cncc(Br)c1,0,-15,x,-3,-14,x,x,-32
C[C@H](O)C#Cc1cnc2c(c1)C(=O)N([C@@H](C)CO)C[C@@H](C)[C@@H](CN(C)C(=O)c1ccccc1F)O2,7,12,10,-7,8,5,-1,x
CNC(=S)Nc1cccc(Cl)c1C,1,4,1,-9,1,-17,-2,9
CC(NC(=S)Nc1ccc(F)cc1)C(c1cccs1)N1CCOCC1 (configuration not stated),3,x,3,-3,17,-16,-1,1
COc1ccc(CNC(=O)c2ccc(C)o2)cc1,0,x,1,-1,x,1,1,-23
C=CC[C@H](CC(=O)NCCO)C(=O)NC[C@@H](OC(=O)[C@@H](CC=C)Cc1ccc(F)cc1)c1ccccc1,-13,-10,-3,-7,21,0,-3,1
OCc1nnn(-c2ccccc2)c1CO,x,10,-2,4,-6,-6,3,-3
CCOc1ccc2nc(SCC(=O)NCc3ccc(S(N)(=O)=O)cc3)[nH]c2c1,17,0,0,-10,2,-7,-3,-4
CCc1ccc(C(=O)CN2C(=O)NC3(CCc4ccccc43)C2=O)cc1 (configuration not stated),x,-22,0,-1,6,12,2,1
COCC(=O)N1CC[C@@H]2[C@H]1c1cc(-c3ccccc3)ccc1N(C)[C@H]2CO,-17,-5,7,10,14,-5,-1,-25
CNC(=O)CSc1nnc(C(C)C)n1C,x,23,x,-5,6,x,x,0
COc1ccc(OC)c(/C=N/NC(=O)c2[nH]ncc2Br)c1,u,22,0,x,7,x,11,-13
O=C(Nc1ccccc1F)N1C[C@H]2[C@@H](c3ccccc31)[C@H](CO)N2C(=O)C1CCOCC1,-8,-2,8,2,-14,-9,4,-37
COC(=O)c1ccc(N2CCN(CCNC(=O)Nc3ccc(OC)cc3)CC2)cc1,8,4,0,1,18,-3,-139,-19
Cc1cc(/C=N/O)c(C)n1-c1ccccc1,x,1,x,-1,2,x,x,-6
C[C@@H]1CN([C@@H](C)CO)C(=O)Cc2cc(NC(=O)Cc3ccccc3)ccc2O[C@H]1CN(C)Cc1ccncc1,-8,-3,0,15,17,-8,0,11
COc1ccccc1CNC(=O)c1cc(S(=O)(=O)N2CCOCC2)cn1C,x,-2,-2,-1,1,22,-1,-17
C=CCn1c(SCc2n[nH]c(=S)n2-c2ccccc2)nnc1-c1ccccc1,x,13,-2,-2,11,6,4,4
COc1ccccc1NC(=O)COC(=O)/C=C/c1ccccc1[N+](=O)[O-],-7,19,2,2,7,x,-2,x
CCCN1CCn2c3c(c4cc(Br)ccc42)CCCC31 (configuration not stated),2,34,-1,3,12,-5,0,1
CO[C@@H]1CN(C)C(=O)c2ccc(NC(=O)Nc3ccccc3Cl)cc2OC[C@@H](C)N(S(=O)(=O)CC(F)(F)F)C[C@H]1C,1,-9,14,3,-20,0,5,21
COc1cc([N+](=O)[O-])ccc1NC(=O)CCCOc1ccc(C)cc1,-2,x,-3,12,x,14,4,22
CC(=O)Oc1ccc2c(=O)c(Oc3ccccc3)c(C)oc2c1OC(C)=O,-9,16,3,-3,11,-10,-3,11

# New compounds follow
SMILES,PGC1a acetyl inh,INS-1E GSIS act,Cneo AK release,ARNT-TACC3 inh,LGR2 antag,Statin myotox sup,PglD DTNB,PAX8 reporter
C[C@@H]1CCCCO[C@H](CN(C)C(=O)Nc2ccc3c(c2)OCO3)[C@H](C)CN([C@H](C)CO)C(=O)c2cc(NC(=O)CCC(F)(F)F)ccc2O1,-6,-14,-2,4,-2,x,-2,x
CN(C)S(=O)(=O)Oc1ccsc1C(=O)Nc1ccccc1Cl,-20,x,-5,-9,x,7,3,6
COC(=O)c1ccccc1NC(=O)Cn1ccnc1,12,x,1,-1,x,x,2,x
CN(C)CC#Cc1cccc(-c2nc(C(=O)O)cc3c2[C@H](CCO)N(S(=O)C(C)(C)C)C3)c1 (some centres not stated),6,x,-8,-3,x,x,3,-1

# Screening results (PubChem BioAssay)
